Assay outcomes as filed in PubChem BioAssay.
C diff HTS: C. difficile growth inhibitors, primary screen, HTS. Clostridium difficile clinical isolate growth, OD600, 24 h; stronger effect = lower value. growth activity, negative = inhibition, % at 16 µg/mL (by protocol). 86,000 tested, 0.25% active. AID 1259249, 2017;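 active means mean growth activity at or below -80% and every replicate also at or below -80%; inconclusive means mean at or below -80% but some replicate above -80%; inactive means mean growth activity above -80%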;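 further: 0% = DMSO wells and -100% = levofloxacin 16 µg/mL wells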
GASC1 inh: inhibitors of GASC-1 (KDM4C) histone demethylase, primary screen, biochemical, single concentration HTS | Lysine-specific demethylase 4C (Homo sapiens), Q9H3R0 | inhibition, % at 12.5 µM | GST-KDM4C 2-372, H3K9me3 peptide, LANCE TR-FRET | AID 720574, 2013 | 96,000 tested, 0.15% active;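 active means mean replicate inhibition above about 25%, with at least 55% of replicates also reaching it, limit read from the data, passing the limit was not always enough; inconclusive means only one of those two conditions met; inactive means neither condition met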
Target sequence (Q9H3R0 2-372 limits assumed): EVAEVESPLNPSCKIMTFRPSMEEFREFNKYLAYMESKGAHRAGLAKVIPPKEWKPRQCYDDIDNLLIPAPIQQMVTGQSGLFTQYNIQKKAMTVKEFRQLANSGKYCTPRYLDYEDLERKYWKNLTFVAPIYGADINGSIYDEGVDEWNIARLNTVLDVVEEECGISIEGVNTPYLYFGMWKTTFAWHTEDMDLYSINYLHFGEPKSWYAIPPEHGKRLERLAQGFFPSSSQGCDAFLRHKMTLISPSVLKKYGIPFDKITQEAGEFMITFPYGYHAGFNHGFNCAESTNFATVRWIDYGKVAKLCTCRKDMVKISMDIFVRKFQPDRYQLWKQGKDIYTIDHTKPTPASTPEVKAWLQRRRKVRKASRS
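Test system: N-terminal GST-fused human GASC-1 (KDM4C) fragment, residues 2-372; quantity: GASC-1 enzyme at 10 nM final in reaction; dosing: single dose; schedule: 30 min demethylation and 1 h detection at room temperature; signal: LANCE TR-FRET, excitation 340 nm, emissions 618 and 671 nm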
Pf Dd2 growth: P. falciparum Dd2 growth inhibitors, primary screen, SYBR Green fluorescence, single dose replicates; 94,000 tested, 2.3% active; 72 h; stronger effect = lower value; activity change, % at 10 µM; in the data active means activity change below about -80%; inconclusive means no clear call, values can overlap the other calls
T cruzi growth: T. cruzi intracellular proliferation inhibitors, primary screen, cell-based, beta-gal Tulahuen parasites, NIH3T3 host, luminescence; T. cruzi beta-gal in NIH3T3, GalScreen luminescence, 90 h; inhibition, % at 8.34 µM; 77,000 tested, 5.9% active; AID 624255, 2012;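 active means mean inhibition above about 93%, with at least 55% of replicates each passing it, limit read from the data, passing the limit was not always enough; inconclusive means only one of those two conditions holds; inactive means neither condition holds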
* marks the source's active call; other numbers are inactive results; ? = inconclusive; . = no result given; & = joins results of further samples; ! = not confirmed by another sample.

Values run as follows: C diff HTS	GASC1 inh	Pf Dd2 growth	T cruzi growth
1: C[C@@H]1CN([C@@H](C)CO)C(=O)c2cc(NC(=O)Nc3cccc4ccccc34)ccc2O[C@@H](C)CCCCO[C@@H]1CN(C)C(=O)C1CCCCC1
→ 4	-1.4	-88*	96
2: C[C@@H]1CN([C@H](C)CO)C(=O)c2cc(NC(=O)Cc3cn(C)c4ccccc34)ccc2O[C@@H]1CN(C)S(=O)(=O)c1ccccc1
→ -6	.	-1	38
3: C[C@H]1CN([C@@H](C)CO)C(=O)c2cc(C#CCN(C)C)cnc2O[C@H]1CN(C)C(=O)NC1CCCC1
→ -5	2.2	24	-66
4: C[C@@H](NC(=O)[C@@H]1[C@@H](CO)[C@@H]2Cn3c(cccc3=O)[C@H]1N2CCC(F)(F)F)c1ccccc1
→ -2	1.2	.	15
5: C[C@@H]1CN([C@@H](C)CO)C(=O)Cc2cc(NC(=O)Nc3ccc(F)cc3)ccc2O[C@H]1CN(C)Cc1ccc(C(=O)O)cc1
→ 3	0.5	-18	42
6: O=C(NC1CCCCC1)N1CC(=O)N2[C@H](C1)[C@@H](c1ccc(/C=C/c3ccccc3)cc1)[C@@H]2CO
→ -5	-1.6	-6	.
7: COc1ccccc1S(=O)(=O)N(C)C[C@H]1Oc2cc(C#CCC(C)C)ccc2S(=O)(=O)N([C@@H](C)CO)C[C@H]1C
→ 4	0.5	-67	113*
8: CCC(=O)N1CC[C@@H]2[C@H]1c1cc(-c3ccccc3F)ccc1N(C)[C@H]2CO
→ -3	0.6	28	91
9: C[C@H]1CCCCO[C@H](CN(C)C(=O)Nc2ccccc2)[C@@H](C)CN([C@@H](C)CO)C(=O)c2cc(NS(=O)(=O)c3ccc(F)cc3)ccc2O1
→ 1	-0.5	-56	34
10: C[C@H](CO)N1C[C@H](C)[C@H](CN(C)C(=O)Nc2ccc3c(c2)OCO3)Oc2c(NC(=O)Nc3ccc(F)cc3)cccc2C1=O
→ 2	2.3	-5	86
11: COCC(=O)Nc1ccc2c(c1)C(=O)N(C)C[C@@H](OC)[C@@H](C)CN(Cc1ccccn1)[C@@H](C)CO2
→ .	0.5	-3	-15
12: C[C@@H]1CCCCO[C@H](CN(C)C(=O)Nc2ccc(C(F)(F)F)cc2)[C@H](C)CN([C@H](C)CO)C(=O)c2cc(NS(=O)(=O)c3cn(C)cn3)ccc2O1
→ 20	0.6	-38	49
13: C[C@H](CO)N1C[C@H](C)[C@H](CN(C)S(=O)(=O)c2cccs2)OCCCC[C@H](C)Oc2ccc(NS(=O)(=O)c3ccc(Cl)cc3)cc2C1=O
→ 1	-1.0	-51	104*
14: C[C@H](CO)N1C[C@H](C)[C@H](CN(C)C)Oc2ccc(NC(=O)C3CC3)cc2C1=O
→ 11	2.7	5	14
15: COc1ccccc1NC(=O)N[C@@H]1CC[C@H](CC(=O)NCc2ccc(Cl)c(Cl)c2)O[C@H]1CO
→ 3	-0.6	-12	-1
16: COc1ccccc1CN1[C@@H]2CN(C(=O)C3CCCC3)c3ccccc3[C@@H]2[C@@H]1CO
→ -4	3.1	-11	40
17: COc1ccc(NC(=O)N2C[C@H]3[C@@H](c4ccccc42)[C@H](CO)N3C(=O)C2CCCC2)cc1
→ -1	-0.9	-14	-30
18: COc1cccc(S(=O)(=O)N[C@@H]2CC[C@H](CCn3cc(-c4ccccc4)nn3)O[C@@H]2CO)c1
→ -4	-0.6	-23	5
19: CN1CCCCN2[C@H](CO)[C@H](c3ccc(-c4cccnc4)cc3)[C@@H]2C1
→ -3	-0.2	-64	?
20: CCS(=O)(=O)Nc1ccc2c(c1)C(=O)N(C)C[C@@H](OC)[C@@H](C)CN(C(=O)CN(C)C)[C@H](C)CO2
→ -1	0.3	7	-7
21: O=C(NC1CCCCC1)[C@H]1[C@H](CO)[C@H]2Cn3c(cccc3=O)[C@@H]1N2CC1CCCCC1
→ -12	-0.3	10	.
22: C[C@H](CO)N1C[C@H](C)[C@H](CN(C)S(=O)(=O)c2cccs2)Oc2ccc(NC(=O)Cc3ccccc3)cc2C1=O
→ -5	-0.8	-23	-84
23: O=C([C@H]1N[C@H]2c3ccc(-c4ccc(F)cc4)c(=O)n3C[C@H]2[C@@H]1CO)N1CCOCC1
→ -3	1.2	10	-46
24: CCCNC(=O)Nc1ccc2c(c1)OC[C@@H](C)N(Cc1cncnc1)C[C@@H](C)[C@@H](OC)CN(C)C2=O
→ .	0.7	-5	35
25: CO[C@@H]1CN(C)C(=O)c2ccc(NC(=O)Nc3cc(F)ccc3F)cc2OC[C@@H](C)N(C)C[C@@H]1C
→ .	3.8	-40	71
26: CN1c2ccc(-c3cccc(C#N)c3)cc2[C@H]2[C@H](CCN2S(=O)(=O)c2ccccc2)[C@@H]1CO
→ 5	-1.4	-19	94
27: O=C(c1ccc2c(c1)OCO2)N1CC(=O)N2[C@H](CO)[C@H](c3ccc(C#CC4CCCC4)cc3)[C@@H]2C1
→ -1	-0.5	-33	.
28: O=C(C1CCC1)N1CC2(C1)[C@H](c1ccccc1)[C@H](CO)N2Cc1ccc(Cl)cc1
→ 18	-0.4	-7	.
29: O=C(C[C@@H]1C=C[C@@H](NC(=O)Nc2ccc(C(F)(F)F)cc2)[C@@H](CO)O1)NCc1cccc(F)c1
→ .	-1.5	-6	-37
30: CCCNC(=O)N1[C@H](C#N)[C@H](c2ccccc2-c2ccc(C)cc2)[C@@H]1CO
→ 2	-1.1	-71	.

In the list so far, five contain an aryl methoxy group:
Values run as follows: C diff HTS	GASC1 inh	Pf Dd2 growth	T cruzi growth
7: COc1ccccc1S(=O)(=O)N(C)C[C@H]1Oc2cc(C#CCC(C)C)ccc2S(=O)(=O)N([C@@H](C)CO)C[C@H]1C
→ 4	0.5	-67	113*
15: COc1ccccc1NC(=O)N[C@@H]1CC[C@H](CC(=O)NCc2ccc(Cl)c(Cl)c2)O[C@H]1CO
→ 3	-0.6	-12	-1
16: COc1ccccc1CN1[C@@H]2CN(C(=O)C3CCCC3)c3ccccc3[C@@H]2[C@@H]1CO
→ -4	3.1	-11	40
17: COc1ccc(NC(=O)N2C[C@H]3[C@@H](c4ccccc42)[C@H](CO)N3C(=O)C2CCCC2)cc1
→ -1	-0.9	-14	-30
18: COc1cccc(S(=O)(=O)N[C@@H]2CC[C@H](CCn3cc(-c4ccccc4)nn3)O[C@@H]2CO)c1
→ -4	-0.6	-23	5

The results go on:
Values run as follows: C diff HTS	GASC1 inh	Pf Dd2 growth	T cruzi growth
31: COc1ccccc1CN1[C@H](CO)[C@H](c2ccccc2)C12CN(C(C)=O)C2
→ 10	0.4	-17	.
32: CN(C)C(=O)c1ccc(-c2ccc([C@H]3[C@H]4CN(C(=O)C5CC5)CCCCN4[C@H]3CO)cc2)cc1
→ 2	1.5	-29	61
33: C[C@H](CO)N1C[C@H](C)[C@@H](CN(C)CC2CCCCC2)Oc2ccc(NC(=O)Nc3ccccc3)cc2CC1=O
→ 14	0.5	-69	.
34: C[C@@H]1CN([C@@H](C)CO)C(=O)c2cc(C#CC(C)(C)O)cnc2O[C@@H]1CN(C)C(=O)CC1CC1
→ -1	-0.9	36	25
35: COc1ccc(CN(C)C[C@H]2OCCCC[C@H](C)Oc3ccc(NC(=O)Cc4ccccc4)cc3C(=O)N([C@H](C)CO)C[C@@H]2C)cc1
→ -1	0.8	-29	45
36: CN1C(=O)c2cc(NC(=O)c3ccc(F)c(F)c3)ccc2OC[C@H]2O[C@@H](CC(=O)O)CC[C@H]21
→ 1	1.7	-6	11
37: O=C(Cc1ccccn1)N1CC2(C1)[C@H](c1ccccc1)[C@H](CO)N2C(=O)c1ccncc1
→ 0	0.2	5	.
38: CN(C)C(=O)C[C@@H]1C=C[C@@H](NC(=O)NC2CCCCC2)[C@H](CO)O1
→ -3	6.2	-6	.
39: CCCC(=O)Nc1ccc2c(c1)OC[C@@H](C)N(Cc1ccncc1)C[C@@H](C)[C@H](OC)CN(C)C2=O
→ -2	0.8	-1	12
40: OC[C@H]1[C@@H](c2ccccc2)C2(CN(CCC(F)(F)F)C2)N1Cc1cncnc1
→ -3	-0.2	-49	.
41: O=C(Nc1cc(Cl)cc(Cl)c1)N[C@H]1CC[C@H](CCNS(=O)(=O)c2cccc(F)c2)O[C@@H]1CO
→ 17	0.3	3	112*
42: N#C[C@@H]1[C@H](c2ccccc2)[C@H](CO)N1S(=O)(=O)c1ccc(-c2ccccc2)cc1
→ 14	-2.6	9	87
43: COCC(=O)Nc1ccc2c(c1)OC[C@H](C)N(C(=O)c1ccncc1)C[C@@H](C)[C@@H](OC)CN(C)C2=O
→ .	0.8	-3	-18
44: CO[C@@H]1CN(C)C(=O)c2cc(NC(=O)C3CCOCC3)ccc2OC[C@@H](C)N(Cc2cccnc2)C[C@H]1C
→ .	2.4	4	-30
45: COc1cc(CN2C[C@@H]3N[C@H](C2)C3c2ccc(-c3cccc(OC)c3)cc2)cc(OC)c1 (stereo partly specified)
→ 47&34	0.1&-2.5	-75&-65	.
46: C[C@H](CO)N1C[C@H](C)[C@H](CN(C)Cc2ccc3c(c2)OCO3)Oc2ccc(NC(=O)Nc3ccc4c(c3)OCO4)cc2CC1=O
→ -15	10	33	27
47: C[C@H]1CN([C@@H](C)CO)C(=O)c2ccccc2-c2ccccc2CO[C@H]1CN(C)CC1CC1
→ 6	0.2	-69	-44
48: COc1ccc(CN(C)C[C@H]2Oc3ccc(NC(=O)CCN4CCOCC4)cc3CC(=O)N([C@@H](C)CO)C[C@@H]2C)cc1
→ 0	5.7	-26	40
49: C[C@H](CO)N1C[C@H](C)[C@@H](CN(C)Cc2ccc(C(=O)O)cc2)Oc2ccc(NC(=O)Cc3cn(C)c4ccccc34)cc2CC1=O
→ 6	-0.4	26	.
50: C[C@H]1CN([C@@H](C)CO)C(=O)Cc2cc(NC(=O)Nc3ccc(F)cc3)ccc2O[C@H]1CN(C)S(=O)(=O)c1ccc(Cl)cc1
→ 16	-1.3	-3	-77
51: COc1ccccc1-c1ccc([C@H]2[C@@H](C#N)N[C@@H]2CO)cc1
→ -14	0.9	-15	53
52: O=C(C[C@H]1CC[C@H]2[C@@H](COC[C@H](O)CN2CC2CCOCC2)O1)NCC1CCCCC1
→ -1	-1.2	-13	29
53: Cc1ccc(S(=O)(=O)Nc2ccc3c(c2)CC(=O)N([C@@H](C)CO)C[C@@H](C)[C@H](CN(C)Cc2ccc(-c4ccccc4)cc2)O3)cc1
→ 16	.	-24	92
54: CC(C)NC(=O)Nc1ccc2c(c1)C(=O)N([C@H](C)CO)C[C@@H](C)[C@@H](CN(C)C(=O)CCC(F)(F)F)OCCCC[C@@H](C)O2
→ 10	0.0	4	14
55: C[C@H]1CCCCO[C@H](CN(C)C(=O)CCC(F)(F)F)[C@@H](C)CN([C@@H](C)CO)C(=O)c2cc(NC(=O)CCC(F)(F)F)ccc2O1
→ 2	0.3	2	.
56: CCCNC(=O)Nc1ccc2c(c1)C(=O)N(C)[C@H]1CC[C@H](CC(=O)NC)O[C@H]1CO2
→ 7	-0.8	13	-15
57: CO[C@@H]1CN(C)C(=O)c2cc(NC(=O)c3ccccc3)ccc2OC[C@H](C)N(C)C[C@@H]1C
→ 0	-1.0	10	-13
58: Cc1cc(C(=O)Nc2cccc3c2O[C@@H](CN(C)S(=O)(=O)c2ccc(F)cc2)[C@H](C)CN([C@@H](C)CO)C3=O)n(C)n1
→ 0	-0.3	23	28
59: N#C[C@H]1[C@@H](c2ccccc2-c2cccc(F)c2)[C@@H](CO)N1C(=O)C1CCC1
→ 6	-1.8	-32	.
60: C[C@@H]1CCCCO[C@@H](CN(C)Cc2ccc(C(=O)O)cc2)[C@H](C)CN([C@H](C)CO)C(=O)c2cc(NS(C)(=O)=O)ccc2O1
→ 2	1.2	49	47
61: O=C(Nc1ccc(C(F)(F)F)cc1)N1[C@@H]2CNC[C@H]1C2c1ccc(-c2ccccc2)cc1 (stereo partly specified)
→ -99*!	0.3&-0.4	-29&-12	.
62: CN1c2ccc(-c3cccc(F)c3)cc2[C@@H]2[C@@H](CCN2C(=O)C2CC2)[C@H]1CO
→ -10	-0.5	-23	100*
63: O=C(C[C@H]1CC[C@@H]2[C@H](COC[C@H](O)CN2Cc2ccccc2F)O1)N1CCc2ccccc2C1
→ .	-0.6	-16	28
64: O=C(C[C@@H]1CC[C@@H]2[C@H](COC[C@H](O)CN2Cc2ccc(Cl)cc2)O1)NCc1ccccc1Cl
→ -5	1.3	-2	88
65: C[C@@H]1CCCCO[C@H](CN(C)C(=O)NC2CCCCC2)[C@@H](C)CN([C@@H](C)CO)C(=O)c2cc(NS(=O)(=O)c3cccs3)ccc2O1
→ -3	0.8	-57	64
66: COc1ccc2c3c(n(C)c2c1)[C@H](CO)N(Cc1ccccc1OC)CC31CN(C)C1
→ 0	0.6	-6	.
67: CO[C@@H]1CN(C)C(=O)c2ccc(NC(=O)c3cc(C)on3)cc2OC[C@H](C)N(C)C[C@H]1C
→ 1	-0.3	9	-61
68: O=C(C[C@H]1CC[C@@H]2[C@H](COC[C@@H](O)CN2CC2CCOCC2)O1)NCc1ccc(Cl)cc1
→ 2&-4	1.4	-5	-128
